Screens (PubChem BioAssay)
FBPA Giardia inh: inhibitors of Giardia lamblia fructose-1,6-bisphosphate aldolase | A8B2U2 | purified Giardia FBPA | Potency, µM (highest dose often 59.6 µM), without a hit: top-dose activity, negative = inhibition, hits mostly inhibitors | 290,000 tested, 0.71% active; further: potency means the concentration at half of the fitted maximal effect; on the % scale 0 is the no-effect control and ±100 the full control effect; nearly all actives have a fitted effect of over 55% in size
Target sequence (A8B2U2 whole entry, looked up): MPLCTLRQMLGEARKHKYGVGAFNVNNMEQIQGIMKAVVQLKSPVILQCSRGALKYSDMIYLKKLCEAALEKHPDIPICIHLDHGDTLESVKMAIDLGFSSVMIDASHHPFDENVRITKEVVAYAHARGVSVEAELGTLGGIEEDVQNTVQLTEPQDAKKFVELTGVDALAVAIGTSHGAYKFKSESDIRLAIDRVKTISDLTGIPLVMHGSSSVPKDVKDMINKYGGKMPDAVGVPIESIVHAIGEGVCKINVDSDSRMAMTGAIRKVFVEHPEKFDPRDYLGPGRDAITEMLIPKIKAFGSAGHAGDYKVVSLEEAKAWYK
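40 nM FBPA preincubated 10 min at RT with compound (up to 57.5 uM final), then substrate plus GAPDH/TPI/NAD/arsenate coupling and diaphorase/resazurin added. Fluorescence read after 20 min at RT, 525/598 nm.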
Shiga toxin inh: inhibitors of Shiga toxin in Vero cells; 290,000 tested, 9.2% active; AID 2315; Vero cells, Shiga toxin protein synthesis inhibition reporter; inhibition, % at 38.7 µM; in the data active means inhibition mostly above about 28%, no sharp cut-off; inactive means mostly below about 43%; further: 0% is about no effect
CHX counter: affects cycloheximide protein synthesis inhibition readout, counter-screen. cell reporter, cycloheximide protein synthesis inhibition counterscreen. max response, %. 300,000 tested, 12% active; in the data active means max response mostly above about 13%, no sharp cut-off; inactive means mostly below about 14%; further: read at 38.3 µM for the half of the compounds with a filed dose; 0% is about no effect
HCV inhibitor: inhibitors of hepatitis C virus infection. Huh7.5.1 HCVcc-Cre infection, luciferase reporter, 44 h. Potency, µM (top dose mostly 41.8 µM), inactives show at the top dose activity change, negative = inhibition, actives largely listed as inhibitors. 340,000 tested, 3.4% active; further: potency means the concentration at half of the fitted maximal effect; on the % scale 0 is the no-effect control and ±100 the full control effect
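Compounds are dispensed onto cells plated 4 h earlier at 1,000 per well, with HCVcc-Cre virus (about 0.5 moi) added next. Following 44 h of culture, luminescent signal is measured for 15 sec after 15 min with substrate at room temperature.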
Pf growth 96h: P. falciparum growth inhibition at 96 hour, primary screen for plastid delayed-death inhibitors. P. falciparum luciferase reporter growth, 96 h. Potency, µM (doses to about 28.7 µM), without a hit: at the top dose activity change, negative = inhibition, hits mostly inhibitors. 320,000 tested, 6.9% active. AID 504834; further: potency means the concentration at half of the fitted maximal effect; on the % scale 0 is the no-effect control and ±100 the full control effect
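Luminescence readout: decreased luciferase signal marks inhibited growth of reporter-expressing P. falciparum in infected red cells (2% hematocrit, 0.05% parasitemia final), exposed to compound two generations (96 h, 37 C, 5% CO2).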
Pf growth 48h: inhibits P. falciparum growth in the first generation, 48 h. P. falciparum luciferase growth in erythrocytes, 48 h. 310,000 tested, 5.9% active. Potency, µM (series often up to 28.7 µM), without a hit: at the highest dose activity change, negative = inhibition, actives largely listed as inhibitors; further: potency means the concentration at half of the fitted maximal effect; on the % scale 0 is the no-effect control and ±100 the full control effect
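First compound was added to culture medium, then infected red cells at 0.1% parasitemia and 2% hematocrit (final). After incubation at 37 C under 5% CO2, luciferase detection reagent was dispensed and light output recorded.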
Starred values were filed as active, the others as inactive; ? = inconclusive; / = not tested or not shown; [ ] = remark or other dose. Unless noted, the call rests on the fitted dose curve; in most records, active means well fitted curve in the direction sought with a large enough effect; inconclusive means small, poorly fitted or top-dose-only effect, or another doubt; inactive means no such curve, though single readings can be large; an effect the other way counts as inactive or inconclusive.

smiles	FBPA Giardia inh	Shiga toxin inh	CHX counter	HCV inhibitor	Pf growth 96h	Pf growth 48h
CCOc1cccc(N2C(=O)CC(N3CCN(c4ccc(S(=O)(=O)CC)cc4)CC3)C2=O)c1 (configuration not stated)	18%	15	-3	7%	-75%	/
CC(=O)c1ccc(-c2ccc(C(=O)N3CCCc4ccccc43)o2)cc1	-21%	142	27*	?	-11%	-26%
CC(=O)N1c2ccc(S(=O)(=O)NCC3CCC(C(=O)NCc4ccco4)CC3)cc2CC1C (configuration not stated)	3%	13	8	-6%	?	-16%
Cc1ccc(/C=N/NC(=O)C2(C)CC2(Br)Br)cc1 (configuration not stated)	3%	38	13*	?	?	3%
CCCOC1CCCN(C(=O)c2cc(COc3ccc(F)c(F)c3)on2)C1 (configuration not stated)	-4%	109*	44*	-18%	?	-1%
COC(=O)c1c(C)[nH]c(C(=O)OC(C)C(=O)N(C)C2CCCCC2)c1C (configuration not stated)	/	/	/	?	?	?
Cc1cc(N2C(=O)C3C4C=CC(C4)C3C2=O)no1 (configuration not stated)	-2%	-4	-3	6%	9%	15%
Cc1cc(C(=O)NNC(=O)c2ccccc2O)c(C)o1	/	/	/	-19%	57%[activator]	10%
CCOC(=O)C1CCN(C(=O)N(C)C)CC1	3%	1	-2	-1%	-13%	25%
O=C(CCCl)N1CCCC2(CCCCC2)C1	-9%	4	-1	9%	9%	6%
O=C(N/N=C/c1coc2ccc(Cl)cc2c1=O)c1ccc(O)cc1	9%	-12	-2	-1%	?	53%[activator]
Cc1ccc(C)c(COC(=O)c2cc(S(=O)(=O)N3CCCCC3)ccc2N2CCOCC2)c1	/	/	/	0%	?	15µM*
COc1ccc(NC(=O)c2c(-c3ccccc3)noc2C)c(OC)c1	0%	-15	-4	-28%	?	/
CC1Cc2ccccc2N1S(=O)(=O)c1cccc(C(=O)NCc2ccncc2)c1 (configuration not stated)	/	/	/	?	-45%	?
CCc1ccc(-c2cc(C(=O)NCCCn3ccnc3)c3ccccc3n2)s1	-1%	25	21	/	?	?
Cc1ccccc1C1=NCC(=O)N(CC(=O)NCc2ccco2)c2sc3c(c21)CCCC3	1%	33	15*	-2%	-10%	?
Cn1c(N)c(C(=O)COC(=O)c2cccc(S(=O)(=O)N3CCCCC3)c2)c(=O)n(C)c1=O	-3%	-14	1	3%	?	?
CN=c1sc(C(=O)Nc2cccc(Cl)c2)cc(=O)n1C	1%	-17	-2	-8%	-7%	14%
Cc1ccc(C(=O)Nc2cccc(C(F)(F)F)c2)cc1Nc1ncnc2nc[nH]c12	4%	13	-1	/	13µM*	13µM*
Cn1c(O)c(N=NC(=O)CNC(=O)c2ccccc2)c2cc(Br)ccc21	-13%	-12	-3	?	0%	5%
Fc1ccccc1/C=N/Nc1nc(N2CCCCC2)nc(N2CCCCC2)n1	1%	-11	-3	?	24%	?
COCCNC(=O)C1CC(c2cccc(OC)c2)=NO1 (configuration not stated)	7%	-24	16	17%	-20%	17%
COc1ccc(Nc2nc(N)nc(CSc3nncn3C)n2)cc1	0%	40	4	7%	-20%	/
CCN1C(=O)C(=Cc2c(C)n(CC(=O)NCC3CCCO3)c3ccccc23)C(=O)N(CC)C1=S (configuration not stated)	/	-34	0	10%	?	?
Cc1ccccc1Oc1ncnc2oc(-c3ccccc3)cc12	-1%	11	-2	-6%	?	30%
CNC(=O)c1cc(C(=O)c2ccccc2Br)c[nH]1	3%	7	7	24%	22%	24%
COc1ccc2[nH]c(C)c(CCN3C(=O)OC(C)(C)C3(C)O)c2c1 (configuration not stated)	-23%	-3	-2	20%	0%	-8%
CCCCn1c(C23CC4CC(CC(C4)C2)C3)n[nH]c1=S	12%	-15	0	-8%	-17%	?
Nc1sccc1C(=O)c1ccc(Cl)cc1	-16%	24	24*	-11%	?	142%[activator]
Cc1c(C(=O)N/N=C/c2ccccn2)nnn1-c1nonc1N	24%	-20	9	-14%	?	28%

Compound profiles (already shown):
`Cc1ccc(C)c(COC(=O)c2cc(S(=O)(=O)N3CCCCC3)ccc2N2CCOCC2)c1` reads FBPA Giardia inh = /; Shiga toxin inh = /; CHX counter = /; HCV inhibitor = 0%; Pf growth 96h = ?; Pf growth 48h = 15µM*
`Fc1ccccc1/C=N/Nc1nc(N2CCCCC2)nc(N2CCCCC2)n1` reads FBPA Giardia inh = 1%; Shiga toxin inh = -11; CHX counter = -3; HCV inhibitor = ?; Pf growth 96h = 24%; Pf growth 48h = ?

Following part:
smiles	FBPA Giardia inh	Shiga toxin inh	CHX counter	HCV inhibitor	Pf growth 96h	Pf growth 48h
CCc1cc(C)cc(OCCNC(=O)c2ncn[nH]2)c1	-15%	-3	-3	-28%	-4%	-26%
CCC(C)[C@H](NC(=O)C1CCC(CNC(=O)[C@@H]2CCCN2C(=O)OC(C)(C)C)CC1)C(=O)O (some centres not stated)	5%	-3	-1	1%	19%	5%
O=C(CCc1nnc(Cc2cccc(C(F)(F)F)c2)o1)NCCc1ccccc1F	16%	126*	29*	7%	13%	60%[activator]
CCOc1ccc(S(=O)(=O)NCc2ccccn2)cc1NC(=O)c1ccccc1F	-4%	8	-1	-13%	13%	-16%
O=C(CSc1c2c(nc3cc(Cl)ccc13)CCCC2)NCCCN1CCOCC1	-6%	-24	-8	?	21%	-23%
O=C(Nc1nccs1)C1CCN(S(=O)(=O)c2ccccc2)CC1	5%	-4	-4	-2%	7%	6%
O=C1c2ccc([N+](=O)[O-])cc2C(=O)N1CNc1ccccn1	-2%	12	-4	8%	?	13%
O=S(=O)(NCCOCCNS(=O)(=O)c1ccccc1)c1ccccc1	2%	-19	7	8%	0%	31%[activator]
FC(F)(F)c1ccnc(Sc2n[nH]c(C(F)(F)F)n2)c1	5%	-1	-1	2%	?	1%
Cc1ccc(C(=O)OC2CCN(c3ccc([N+](=O)[O-])cc3)CC2)cc1	5%	12	-3	13%	-8%	-7%
Cc1ccc(-c2csc3nc(SCC(=O)N(C)C)n(Cc4ccccc4)c(=O)c23)cc1	0%	11	-1	32µM*	?	13µM*
CC(=O)Nc1ccc(NC(=O)Cn2c(=O)n(-c3ccccc3)c(=O)c3oc4ccccc4c32)cc1	1%	7	-2	-2%	0%	-16%
CCN(CC)Cc1csc2ccc(Br)cc12	-2%	-35	-1	-16%	184%[activator]	0%
CC1=CC(C)(C)Nc2ccc(OC(=O)CN3C(=O)CCC3=O)cc21	?	27	12	11µM*	/	10µM*
Cc1ccc(-c2nc(NCc3ccco3)n(S(C)(=O)=O)n2)cc1	-7%	-8	-2	-14%	?	20%
COc1ccc(OC)c(NC(=O)C2CCCN(S(=O)(=O)c3c(C)noc3C)C2)c1 (configuration not stated)	11%	-9	4	-13%	?	-23%
CN(C)CCCOc1ccc2c(c1)Sc1ccccc1CC2=O	?	23	21*	10µM*	-29%	5%
COc1cccc(C(=O)Nc2ccc(-n3nncc3C(C)(C)C)cc2)c1	-5%	64*	21*	-9%	18%	-1%
O=C(NCC(c1ccco1)N1CCOCC1)C1CCCCC1 (configuration not stated)	/	/	/	13%[8.37 µM]	3%	2%
CCOC(=O)N1CCN(C(=O)C(=O)N/N=C/c2ccc(OC)cc2OC)CC1	4%	3	-2	5%	5%	-5%
O=C(NCc1cccnc1)c1cccc2c1C(=O)N(Cc1cccnc1)C2	0%	17	-2	-1%	?	/
Cc1[nH]c(=O)[nH]c(=O)c1S(=O)(=O)Nc1ccc(Br)cc1F	0%	-6	-2	15%	-16%	14%
Cc1ccc(S(=O)(=O)/N=c2\ccc(Cl)cn2C(F)F)cc1	10%	30	22	13%	53%[activator]	30%[activator]
Cc1ccc(NC(=O)C(C)OC(=O)/C=C/c2ccccc2)cc1 (configuration not stated)	/	8	5	-19%	24%	-12%
Cc1nn(-c2ccccc2)c(Cl)c1/C=N/NC(=O)CNC(=O)c1ccccc1Cl	6%	23	18*	?	1.9µM*	28%
CC1CCC2(CC1)NC(=O)N(CC(=O)Nc1ccc3[nH]c(=O)[nH]c3c1)C2=O (configuration not stated)	/	/	/	?	18%	3%
COc1cccc(-c2c(-c3cc(OC)cc(OC)c3)n(C)c3ccc(-c4ccc(OC)nc4)cc23)c1	/	/	/	-2%	?	?
CC(Oc1ccc(F)cc1)C(=O)Nc1cccc(-c2nn[nH]n2)c1 (configuration not stated)	?	-5	-2	9%	34%[activator]	9%
CC1(c2nnc(-c3ccc(Cl)cc3)o2)CC(c2c(Cl)cccc2Cl)=NO1 (configuration not stated)	2%	-7	-2	-16%	25%	-4%
COc1ccc(-c2ccc(C(c3c(C)[nH][nH]c3=O)c3c(C)[nH][nH]c3=O)o2)c([N+](=O)[O-])c1	6.3µM*	5	1	5%	24%	7%

Further compounds.
Every second line gives: FBPA Giardia inh	Shiga toxin inh	CHX counter	HCV inhibitor	Pf growth 96h	Pf growth 48h
CCOC(=O)c1nnn(-c2ccccc2)c1C
 : 1%	29	16	3%	26%	23%
CSc1n[nH]c(=O)n1-c1ccc(Cl)cc1
 : 4%	-4	0	-5%	-7%	-2%
Cc1cc2c(ncn2C)c(NS(=O)(=O)c2ccc(Cl)cc2)c1C
 : -11%	-9	-1	18%	-2%	-15%
CCOC(=O)N(Cc1ccccc1)C(C(=O)O)C(C(=O)O)N(Cc1ccccc1)C(=O)OCC (configuration not stated)
 : 12%	-10	3	5%	?	?
COc1ccc(OC)c(NC(=O)c2cnn(-c3ccccc3)c2C)c1
 : -3%	27	8	-7%	?	?
COc1ccc([C@@H]2C[C@@H](c3ccccc3)Oc3cc(OC)c(OC)c(OC)c32)cc1
 : -8%	-7	-1	-25%	?	?
NC(=O)COC(=O)c1sc2ccccc2c1Cl
 : 8%	12	12	20%	0%	24%
Cc1ccc(NC(=O)CN2CCC(NC(=O)C3CCCCC3)CC2)c(Br)c1
 : 4%	-12	-4	-4%	12µM*	-2%
Cc1cccc(NC(=O)c2nc[nH]c2C(=O)NCC(=O)OC(C)(C)C)c1
 : ?	-1	6	2%	-2%	40%[activator]
Cc1ccc(CNC(=O)C2CCN(S(=O)(=O)c3c(C)noc3C)CC2)cc1
 : 10%	-9	-1	8%	/	1%
O=C(Nc1ccc(Cl)cc1C(=O)N1CCCC1)c1cccc([N+](=O)[O-])c1
 : 1%	45	-1	-18%	43%[activator]	49%[5.75 µM]
CCOCCCNc1ccc(-c2ccccc2)nn1
 : 2%	109*	27*	13%	23%	120%[activator]
CCOC(=O)c1sc(NC(=O)c2ccc(S(=O)(=O)N3CCCCC3)cc2)nc1-c1ccccc1
 : -1%	-3	-1	8%	23%	2%
COc1ccc(-c2cn3cccnc3n2)cc1F
 : 3%	51*	44*	3%	9%	131%[activator]
O=C(O)COc1ccc(S(=O)(=O)N2CCCC2)cc1
 : 2%	-2	1	0%	?	3%
CC(=O)CCC1C2C(O)C(C(C)C)C(OC(=O)/C=C/c3ccccc3)CC12C (configuration not stated)
 : -1%	2	-2	-16%	?	?
CCCC(=O)Nc1ccc2oc(-c3cccnc3)nc2c1
 : 0%	54*	25*	-2%	/	31%[activator]
